PHOSPHO1 block: inhibitors of human PHOSPHO1 phosphatase | inhibition, % at 13.3 µM | 290,000 compounds, 1.1% hits | Q8TCT1 | recombinant PHOSPHO1, absorbance phosphatase assay; in the data active = inhibition above about 60%
OXTR ag: agonists of human oxytocin receptor | P30559 | CHO-OTR cells, Fluo-8 calcium fluorescence; normalized: DMSO 0%, oxytocin 100% | activation, % at 3 µM | 320,000 compounds, 0.32% hits | AID 2435;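 active = activation above the mean of all tested compounds plus 3 SD, cutoff set per screening run, cut at about 20% in these data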;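 note: peak over basal fluorescence ratio from a 100 s FLIPR kinetic read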
Target sequence (P30559 whole entry, looked up): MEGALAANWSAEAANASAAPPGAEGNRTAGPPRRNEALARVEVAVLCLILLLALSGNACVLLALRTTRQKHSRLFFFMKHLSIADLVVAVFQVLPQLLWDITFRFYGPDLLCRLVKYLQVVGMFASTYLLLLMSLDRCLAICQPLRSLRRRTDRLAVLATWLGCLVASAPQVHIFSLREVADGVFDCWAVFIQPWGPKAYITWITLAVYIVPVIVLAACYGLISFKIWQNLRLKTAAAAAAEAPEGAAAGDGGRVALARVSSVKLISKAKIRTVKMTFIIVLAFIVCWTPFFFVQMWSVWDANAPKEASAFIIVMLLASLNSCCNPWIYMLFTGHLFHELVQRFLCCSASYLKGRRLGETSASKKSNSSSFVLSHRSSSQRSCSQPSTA
NALP1 inh: NALP1 inhibition; S. cerevisiae NALP1/ASC/caspase-1 growth, X-gal OD620, 72 h; inhibition, % at 10 µM; 280,000 compounds, 0.61% hits; in the data active = inhibition mostly above about 24%, no sharp cut-off; inactive = mostly below about 32%; note: some compounds called inactive have numbers as strong as hits
MEKK2 mut-MEK5: signal of MEK5 binding to mutant human MEKK2 PB1 domain; bead flow cytometry, Alexa488-MEK5 binding to MEKK2 mutant; percent response, % at 10 µM; AID 1530; 290,000 compounds, 0.35% hits; in the data active = percent response above about 24%, passing the limit was not always enough; note: inactives centre near 1; some results filed as inactive read as strong as hits; reference of the scale not given here
MEKK3 PB1 HTS: MEKK3-MEK5 PB1 interaction, increase or decrease; 290,000 compounds, 1.4% hits; binding response (% of control), % at 10 µM; bead-based flow cytometry, Alexa488-MEK5 binding to MEKK3; actives lie on both sides; 0 = blocked by unlabeled MEK5, 100 = vehicle; AID 1529;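 active = binding response more than 3 SD above or below the average of its plate-row segment, actives on both sides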;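 note: Alexa488 bead fluorescence after subtracting the streptavidin-only scavenger bead signal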
V1R ag counter: V1a receptor agonism, counter-screen for OXTR agonists; CHO-V1R cells, Fluo-8 calcium fluorescence, agonist mode; 0% DMSO, 100% 3 nM vasopressin; activation, % at 3 µM; 320,000 compounds, 0.25% hits;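 active = activation above the mean activation of all tested compounds plus 3 SD, per screening run, cut at about 20% in these data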;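 note: signal is peak over basal fluorescence ratio across a 100 second FLIPR read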
GPR7 antag: blocks human GPR7 receptor signaling; 290,000 compounds, 1.1% hits; GPR7-expressing cells, fluorescence antagonist assay; P48145; AID 1861; inhibition, % at 4.4 µM; in the data active = inhibition above about 16%, passing the limit was not always enough;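 note: cells stimulated with the agonist NPW; 0% = agonist with vehicle and 100% = vehicle without agonist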
Target sequence (P48145 whole entry, looked up): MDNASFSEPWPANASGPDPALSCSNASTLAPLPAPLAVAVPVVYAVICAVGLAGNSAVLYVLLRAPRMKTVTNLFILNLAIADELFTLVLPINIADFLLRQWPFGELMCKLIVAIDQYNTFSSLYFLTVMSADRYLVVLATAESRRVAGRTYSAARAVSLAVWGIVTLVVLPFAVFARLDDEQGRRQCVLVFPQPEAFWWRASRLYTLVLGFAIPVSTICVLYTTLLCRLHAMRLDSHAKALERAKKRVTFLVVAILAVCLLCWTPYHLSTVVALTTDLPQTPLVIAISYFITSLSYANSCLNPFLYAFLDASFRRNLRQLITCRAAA
MEKK2 WT-MEK5: raises or lowers MEK5 binding to wildtype human MEKK2 PB1 domain; Q9Y2U5; AID 1531; bead flow cytometry, Alexa488-MEK5 binding to MEKK2 WT; actives lie on both sides; 290,000 compounds, 1.1% hits; binding response (% of control), % at 10 µM; in the data active = binding response below about 67% or above about 130%
GalR3 antagonist: human GalR3 antagonism; 360,000 compounds, 0.44% hits; HEK293 GalR3-CNG cAMP membrane potential fluorescence; galR3 body fused to GalR1 C-terminus; inhibition, % at 3 µM; O60755;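 active = inhibition above the screen-wide average plus 3 SD, cut at about 13% in these data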;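 note: forskolin and galanin both at EC90 stimulate the cells; cAMP rise reported by CNG channel membrane potential dye signal; 0% = forskolin plus galanin with DMSO and 100% = forskolin alone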
Target sequence (O60755 1-299 limits assumed): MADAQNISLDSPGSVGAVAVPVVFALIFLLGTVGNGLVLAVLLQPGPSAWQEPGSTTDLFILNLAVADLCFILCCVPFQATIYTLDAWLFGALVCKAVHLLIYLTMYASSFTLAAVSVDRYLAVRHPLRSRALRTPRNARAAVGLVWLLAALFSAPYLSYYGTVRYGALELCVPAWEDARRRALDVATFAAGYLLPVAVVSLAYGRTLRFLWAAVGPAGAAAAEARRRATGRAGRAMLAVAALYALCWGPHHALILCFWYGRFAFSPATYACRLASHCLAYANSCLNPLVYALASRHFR
Starred values were filed as active, the others as inactive; nt = no result given; [ ] = remark or other dose.

SMILES	PHOSPHO1 block	OXTR ag	NALP1 inh	MEKK2 mut-MEK5	MEKK3 PB1 HTS	V1R ag counter	GPR7 antag	MEKK2 WT-MEK5	GalR3 antagonist
CCSc1nc2ccccc2c(=O)n1Cc1ccc(F)cc1	-13	-2.2	-6	-5	100	-0.7	-14	99	2
COc1ccc(C2CC(c3cccs3)=NN2C(=S)Nc2ccccc2)cc1OC (configuration not stated)	-14	1.1	9	-3	96	2.2	10	107	0
CCSC1=C(C#N)C2(CCCCC2)C(C#N)=C(N)N1	2	7.5	14	16	104	8.6	-2	104	-4
CC(C)c1cc(C(=O)O)n[nH]1	-4	0.3	20	0	97	0.8	17	99	1
COc1ccccc1CNC(c1ccccc1)c1ccccc1	9	-2.3	-4	2	100	1.2	-12	103	2
O=C(O)C1CCCCC1C(=O)Nc1cnn(Cc2ccccc2)c1 (configuration not stated)	32	-0.3	-3	-4	92	0.1	-7	94	-2
COc1cccc(-c2noc(CCCC(=O)N3CCOCC3)n2)c1	-1	0.6	14	-2	93	1.7	-1	102	-3
Cc1ccc(-c2nnn(CC(=O)Nc3ccc(S(=O)(=O)N4CCC(C)CC4)cc3)n2)cc1	-5	1.6	22	-6	99	0.8	14	97	-3
Cc1ccc(S(=O)(=O)N2CCc3ccccc3C2)cc1C	42	nt	8	8	107	nt	5	108	-11
O=C(CSc1nc(-c2ccccc2)nc2ccccc12)Nc1nccs1	23	0.5	0	7	107	2.1	13	105	-4
CNC(=S)NC1CC2CCCC(C1)N2Cc1ccc(C)cc1 (configuration not stated)	34	0.9	-3	0	96	0.1	-9	100	-2
C[C@@H]1CC[C@@]2(OC1)O[C@H]1C[C@H]3[C@@H]4CC=C5C[C@@H](O)[C@H](O)C[C@]5(C)C4CC[C@]3(C)[C@H]1[C@@H]2C (some centres not stated)	11	1.0	16	6	103	1.1	3	100	-10
Cn1c(=O)c2c(nc(CN3CCC(C(N)=O)CC3)n2Cc2ccccc2Cl)n(C)c1=O	9	2.9	-4	-1	102	1.4	nt	98	-4
CCn1c(NC(=S)Nc2ccccc2)nc2ccccc21	-121	-0.1	7	2	103	0.1	0	103	-7
Cc1cccc(C(=O)NC(=S)NNC(=O)Cc2ccccc2)c1	38	25*	23	-1	112	7.7	-17	108	-3
O=C(NCc1ccc(F)cc1)c1cccnc1C(=O)O	24	0.0	1	5	107	0.6	-3	103	-12
Cc1ccccc1C(=O)Nc1cccc(NC(=O)c2cccnc2)c1	19	3.7	18	8	105	3.5	-11	110	-6
COc1ccc(OC)c(NC(=O)C(C)Oc2ccc(Br)cc2)c1 (configuration not stated)	13	-1.6	-3	1	103	-1.1	-12	106	-3
Cc1csc(N2CCCC2c2nc3cc(Cl)c(N4CCCCC4)cc3n2CCCO)n1 (configuration not stated)	nt	-1.3	nt	1	99	-0.9	nt	99	-5
CN(C)S(=O)(=O)c1cccc(C(=O)NCCc2ccccc2)c1	0	-0.3	2	-5	93	0.5	-8	97	-1
COc1ccc(/C=N/Nc2ncccc2[N+](=O)[O-])c(OC)c1	-2	-1.6	18	-2	99	-1.5	-16	93	-4
COc1ccc(OC)c(NC(=O)c2cnn(-c3ccccc3Cl)c2NC(=O)c2ccco2)c1	1	-1.2	-27	4	96	0.0	-12	96	-1
O=C(CP(=O)(O)CC(=O)c1ccccc1)c1ccccc1	2	0.4	-12	-2	98	1.2	-12	97	-2
COc1ccc(NC(=O)CSc2sc3c(O)cc(=O)[nH]c3c2C#N)c(OC)c1	24	-0.4	2	3	102	0.5	-9	100	-9
Cc1ccc(N(CCC#N)C(=O)COC(=O)c2ccccn2)cc1	23	1.4	0	-5	100	0.6	0	100	3
COc1ccccc1C(=O)Nc1ccccc1N1CCCCC1	7	-2.2	4	9	109	-1.1	-4	107	-6
COC(=O)c1ccc(COC(=O)c2cccnc2Cl)cc1	28	6.2	20	-3	95	8.8	-15	95	-3
COc1ccc(-c2nc(CS(=O)CC(=O)N3CCCC3)c(C)o2)cc1 (configuration not stated)	2	-0.1	18	7	106	-1.1	-7	110	nt
COc1cc2c(cc1OC)C(C1C(=O)CCCC1=O)N(C(=O)CCl)CC2 (configuration not stated)	-2	1.0	29	-1	104	0.5	-18	107	-1
Cc1cccc(Nc2nc(N)nc(CN3CCN(c4ccccc4)CC3)n2)c1	-5	-1.4	7	-1	106	-0.9	-14	104	-4
CCN(C(=O)CN1CCOCC1)C1(C)C(=O)c2ccccc2C1=O	4	0.2	26	3	101	0.9	-1	98	-4
O=C1CCC(=O)N1OCCOc1ccc(Cl)c2ccccc12	56	3.7	-7	4	103	1.1	-3	106	-10
O=C(O)c1ccc(Cl)c(S(=O)(=O)N(Cc2ccccc2)c2ccccc2)c1	16	0.0	-10	-2	101	0.1	-7	99	4
CC(NC(=O)NC1CCCCC1)C(c1cccs1)N1CCN(c2ccccc2)CC1 (configuration not stated)	-6	-2.3	32	3	100	-1.6	2	100	nt
COc1cccc(-n2c(N)cc(=O)nc2SCC(=O)Nc2cc(C)on2)c1	14	0.9	8	7	102	-0.4	0	103	0
CCN1CCN(C(=O)C2CCN(S(=O)(=O)c3ccc(Br)cc3)CC2)CC1	17	nt	2	3	102	nt	-2	106	0
COc1ccc(N2C(=O)N3[C@H](c4cccc(C)c4)[C@@H]4C(=O)N(Cc5ccccc5)C(=O)[C@@H]4[C@]3(Cc3ccccc3)C2=O)cc1	-52	1.4	12	-7	99	1.6	1	87	-9
Cc1cc(C)c(C)c(S(=O)(=O)NCC(=O)Nc2ccccc2F)c1C	nt	nt	-11	2	98	nt	-15	99	-3
O=C(N/N=C/c1sc(N2CCCCC2)nc1-c1cccs1)c1cccnc1	20	0.0	-9	-4	94	3.5	-8	90	-7
Cc1ccccc1NS(=O)(=O)c1cc(OCC(N)=O)c(C)cc1Cl	20	-0.4	0	1	97	1.5	-9	98	-7
COc1ccccc1CNc1nc(C)c(C(=O)N(C)C)s1	-71	nt	4	-3	102	nt	-7	100	-8
CCCn1c(=O)c2ccccc2n2c(SCc3nc4ccccc4s3)nnc12	28	-1.4	13	-26	1.0*[inhibitor]	0.3	-12	-2.0*[inhibitor]	-3
CCc1ccc(CNc2ccc(N3CCN(C(C)=O)CC3)cc2)cc1	-25	6.8	0	9	102	3.3	6	107	-7
CC(Sc1ccc(S(=O)(=O)N2CCOCC2)cc1[N+](=O)[O-])C(=O)O (configuration not stated)	7	-0.2	21	-5	86	-0.6	8	91	-4
CCOC(=O)c1cnc(-c2ccc(C(F)(F)F)cn2)[nH]c1=O	12	1.0	15	1	98	1.1	-7	97	-5
Cc1ccc2cc(CN(CC3CCCO3)C(=O)Nc3ccccc3F)c3nnnn3c2c1 (configuration not stated)	-8	-0.7	-10	0	100	-0.4	-2	103	3
COC(CN(C(=O)CCl)C(C(=O)NC1CCCCC1)c1ccccc1C)OC (configuration not stated)	-12	-1.4	22	-1	118	-1.5	0	99	3
O=C(/C=C/c1ccccc1)NCc1ccc2c(c1)OCO2	-11	-2.0	31	3	98	7.6	3	97	-9
CCc1nnc(NC(=O)CSc2nc3c(c(=O)n2C)SC(C)C3)s1 (configuration not stated)	-3	-1.0	9	9	103	1.8	-12	108	nt
CN(C(=O)c1ccc(COc2ccccc2Cl)o1)c1ccccc1	-3	-1.3	2	1	97	-0.1	8	100	-8
Cn1c(=O)c2c(nc(Sc3ncnn3CC(=O)NC3CCCCC3)n2C)n(C)c1=O	46	-0.2	nt	22	111	0.2	-20	108	-5
Cc1nc2c(C)cccc2cc1C(=O)N/N=C/c1cccc([N+](=O)[O-])c1	11	-1.7	30	3	104	0.9	-9	102	-4
CCOC(=O)C1CCCN(C(=O)c2cnn3c(C(F)F)cc(-c4ccc(C)cc4)nc23)C1 (configuration not stated)	9	-2.2	21	0	102	-1.4	19*	102	-6
Cc1ccccc1NC(=O)NCCc1c[nH]c2ccccc12	-16	0.1	30	-2	93	0.0	0	101	-8
COC(=O)c1cc(Sc2cccc(Cl)c2Cl)ccn1	29	-0.2	5	9	107	0.4	-11	110	-8
C/C=C(\C)CN1CCN(c2ccccc2)CC1	-47	-0.8	12	-1	100	-1.0	0	103	2
O=C(/C=C/c1ccccc1)N1c2ccccc2Sc2ccc(C(F)(F)F)cc21	3	-0.4	15	-3	97	-1.3	-2	94	5
Cc1cc(Nc2ccc(F)c(F)c2)nc(-c2ccccc2O)n1	32	1.4	-1	8	108	0.6	-5	88	-5
COc1ccc(/C=C2\N=C3CCCN3C2=O)cc1	38	0.3	nt	-17	87	0.7	-12	86	7
Cc1cnc(NC(=O)Cc2ccc(C)c(C)c2)s1	49	-0.1	-2	2	100	-0.5	-13	100	-9

Continued:
SMILES	PHOSPHO1 block	OXTR ag	NALP1 inh	MEKK2 mut-MEK5	MEKK3 PB1 HTS	V1R ag counter	GPR7 antag	MEKK2 WT-MEK5	GalR3 antagonist
CCOc1ccc(/C=N/Nc2ccc(C(F)(F)F)cc2[N+](=O)[O-])cc1O	0	-1.7	10	-6	106	-0.1	2	93	-7
COc1ccccc1CNS(=O)(=O)c1csc(C(N)=O)c1	44	1.5	14	4	102	1.2	1	101	-8
CCC(=O)N1CCN(c2cc(C)ccc2C)CC1	-3	-0.2	-16	2	100	0.0	2	104	5
Cc1ccc(-c2cn3c(n2)SCC3)cc1	1	-1.8	13	-5	104	-0.1	-3	99	-1
Cc1nnc(SCC(=O)NCC(=O)Nc2ccc(F)c(F)c2F)n1Cc1ccccc1	32	0.8	18	-13	55	0.5	-7	69	2
O=C(/C=C/c1ccc(Br)cc1)NCc1cccs1	-15	-3.1	36	2	117	-0.4	-1	101	-3
FC(F)(F)c1cccc(-c2nc(-c3ccncc3)no2)c1	nt	nt	4	-1	99	nt	-20	99	-10
Clc1ccc(C2=NNC(=NCC3CCCO3)SC2)cc1 (configuration not stated)	-21	-2.1	20	8	96	-1.2	-8	100	-4
CC(C)c1ccc(N=c2c([N+](=O)[O-])nn(-c3ccc4c(c3)OCCO4)n2O)cc1	37	2.7	8	-4	96	2.3	9	96	-2
Cc1ccc2nc(NC(=O)Cn3cc4c(n3)CCCCC4)sc2c1	38	0.0	34	0	102	0.1	-6	104	4
O=C(NN=C1CCCC1)c1ccccc1OCCOc1ccccc1	0	-2.5	19	-10	95	1.6	22*	90	-4
Nc1ccc(-c2cnc[nH]2)cc1[N+](=O)[O-]	16	-0.4	2	-8	95	0.7	-7	99	1
CSCCC(=O)N1CCC(CCC(=O)NC2CC2)CC1	58	1.0	-5	6	96	0.4	-8	101	-2
CCN(Cc1cnn(C)c1)C(=O)c1ccc2nc(Cc3cccc(Cl)c3)oc2c1	51	0.7	9	1	102	2.3	-14	99	-6
N#Cc1cccc(C#N)c1N1CCC(C#N)CC1	16	-0.5	7	-1	106	0.0	-9	96	6
CCCC(c1nnnn1C(C)(C)CC)N1CCN(C2CCCC2)CC1 (configuration not stated)	-2	-0.4	8	6	104	0.2	18*	107	-5

A second format for 2 compounds above.
Compound | PHOSPHO1 block | OXTR ag | NALP1 inh | MEKK2 mut-MEK5 | MEKK3 PB1 HTS | V1R ag counter | GPR7 antag | MEKK2 WT-MEK5 | GalR3 antagonist
FC(F)(F)c1cccc(-c2nc(-c3ccncc3)no2)c1 | nt | nt | 4 | -1 | 99 | nt | -20 | 99 | -10
COc1ccccc1CNS(=O)(=O)c1csc(C(N)=O)c1 | 44 | 1.5 | 14 | 4 | 102 | 1.2 | 1 | 101 | -8

Screens deposited in PubChem BioAssay by several laboratories.
